PvdQ acylase = P. aeruginosa PvdQ acylase inhibition; purified PvdQ acylase, fluorescence plate reader; inhibition, % at 10 µM; 0.063% of 340,000 active; AID 488965; in the data active means inhibition above about 30%, passing the limit was not always enough;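 further: 0% = vehicle neutral wells and 100% = reference inhibitor wells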
Rtt109 Vps75 = inhibitors of Candida albicans Rtt109/Vps75 histone acetyltransferase; inhibition, % at 34.9 µM; AID 540336; 0.16% of 330,000 active; Q5AAJ8; purified Rtt109/Vps75, ThioGlo CoA-SH fluorescence, 4 h;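 active means inhibition of at least 50% in every replicate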
NSD2 HMT inh = blocks human histone methyltransferase NSD2; 0.54% of 310,000 active; NSD2 peptide methylation, AlphaScreen, 120 min; inhibition, % at 12.5 µM; in the data active means inhibition above about 50%
dFosB activator = activators of mouse delta FosB homodimer; P13346; 0.99% of 340,000 active; activation, % at 25 µM; purified delta FosB, TAMRA-CDK5 oligo fluorescence polarization; percent of positive-control signal above neutral wells; AID 493131;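 active means mean activation above about 17%, with every replicate also reaching it, limit read from the data, passing the limit was not always enough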;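 further: fluorescence polarization rise as delta FosB binds a TAMRA Cdk5 AP-1 oligo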
Target sequence (P13346 whole entry, looked up): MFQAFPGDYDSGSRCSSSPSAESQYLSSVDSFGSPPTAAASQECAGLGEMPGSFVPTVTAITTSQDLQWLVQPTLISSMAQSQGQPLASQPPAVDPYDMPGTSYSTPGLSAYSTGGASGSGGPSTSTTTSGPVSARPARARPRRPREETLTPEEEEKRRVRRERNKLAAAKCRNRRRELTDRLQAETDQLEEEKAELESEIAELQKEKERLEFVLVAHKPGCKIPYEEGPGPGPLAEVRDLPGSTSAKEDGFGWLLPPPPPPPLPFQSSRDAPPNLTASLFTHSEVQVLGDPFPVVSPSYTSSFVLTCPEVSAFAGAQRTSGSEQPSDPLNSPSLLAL
MITF act = activators of MITF-driven TRPM1 promoter activity in SK-MEL-5 cells. SK-MEL-5 TRPM1-promoter luciferase, 24 h; % of positive control, neutral wells = 0. activation, % at 12.5 µM. 0.75% of 300,000 active;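 active means mean activation of at least 80% with every replicate also reaching 80%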;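 further: 0% = neutral control wells and 100% = parthenolide positive control wells; values of inactives mirror those of a sister screen read the other way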
SR-BI HDL uptake = mouse SR-BI HDL lipid transfer inhibition; AID 488896; Q61009; 0.96% of 320,000 active; ldlA[mSR-BI] CHO cells, DiI-HDL uptake fluorescence, 3 h; inhibition, % at 12.5 µM;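 active means mean replicate inhibition of at least 70% and a set share of replicates each scoring 70 or more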;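 further: 0% = median of neutral control wells and 100% = median of positive control wells; values of inactives mirror those of a sister screen read the other way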
Target sequence (Q61009 whole entry, looked up): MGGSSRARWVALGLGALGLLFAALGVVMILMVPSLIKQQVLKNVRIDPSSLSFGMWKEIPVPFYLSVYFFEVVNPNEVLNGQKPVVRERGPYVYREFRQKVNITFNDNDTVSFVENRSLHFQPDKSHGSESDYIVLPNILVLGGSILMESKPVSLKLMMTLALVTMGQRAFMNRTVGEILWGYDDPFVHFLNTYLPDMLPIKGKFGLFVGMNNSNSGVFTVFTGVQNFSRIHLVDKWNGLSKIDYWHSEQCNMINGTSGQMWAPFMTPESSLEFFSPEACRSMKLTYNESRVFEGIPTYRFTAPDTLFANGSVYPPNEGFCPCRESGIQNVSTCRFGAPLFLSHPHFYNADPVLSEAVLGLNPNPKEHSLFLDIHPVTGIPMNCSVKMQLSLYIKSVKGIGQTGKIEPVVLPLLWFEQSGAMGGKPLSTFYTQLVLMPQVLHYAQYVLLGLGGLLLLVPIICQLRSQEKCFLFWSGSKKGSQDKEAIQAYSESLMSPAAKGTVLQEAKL
CAL PDZ FP-1 = inhibitors of human CAL PDZ peptide binding; Q9HD26; purified CAL PDZ, TMR-peptide fluorescence polarization, 1 h; inhibition, % at 20 µM; 0.02% of 330,000 active; AID 504414;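 active means highest replicate inhibition of at least 40%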;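 further: plate controls were DMSO neutral control wells for no effect and unlabeled competitor peptide control wells for full effect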
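material = purified tagged CAL PDZ domain construct (CerCALP) | buffer or medium = sodium phosphate/NaCl buffer pH 7.4 with TCEP, IgG, Thesit | reagent = TMR-labelled reporter peptide T*-PRC34 bound in PDZ groove | incubation = 1 h room-temperature incubation prior to read | measured by = fluorescence polarization (mP) | evaluation = percent inhibition from loss of millipolarization | control set = unlabelled peptide and DMSO controls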
CAL PDZ FP-2 = CAL PDZ (human) peptide binding inhibition. Q9HD26. purified CAL PDZ, TMR-peptide fluorescence polarization, 1 h. inhibition, % at 24.9 µM. 0.92% of 300,000 active. AID 602252;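 active means mean inhibition of at least 30% with at least half of replicates also reaching 30%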;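 further: 0% = DMSO neutral control and 100% = excess unlabeled competitor peptide PRC23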
SR-BI DiI-HDL act = enhances SR-BI lipid uptake from DiI-HDL; activation, % at 12.5 µM; 0.096% of 320,000 active; CHO ldlA[mSR-BI] cells, DiI-HDL uptake fluorescence, 3 h; 100 = double the neutral-control signal;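 active means mean replicate activation of at least 60% and every replicate at or above 60%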;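 further: 0% = median plate neutral-control signal and 100% = twice that signal; values of inactives mirror those of a sister screen read the other way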
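Test system: SR-BI-overexpressing, LDLR-lacking CHO cells; Medium: Ham's F12 with 0.5% BSA, HEPES 25 mM, pH 7.4; Schedule: 3 h, 37 °C; Technique: bottom-read fluorescence, 550/595 nm.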
PfHsp90 set2 = inhibits growth of yeast expressing Plasmodium falciparum Hsp90. inhibition, % at 9.4 µM. S. cerevisiae expressing PfHsp90, BacTiter-Glo ATP, 48 h; yeast lacking PDR1 and PDR3 efflux regulators. 0.32% of 310,000 active. AID 504621;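 active means every replicate shows inhibition above about 80%, whatever the replicate mean, limit read from the data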;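 further: 0% = DMSO neutral controls and 100% = 20 µM radicicol positive controls; yeast relying on Plasmodium falciparum Hsp90 in place of its own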
The depositor's hits bear a star; / = not tested or not shown.

SMILES | PvdQ acylase | Rtt109 Vps75 | NSD2 HMT inh | dFosB activator | MITF act | SR-BI HDL uptake | CAL PDZ FP-1 | CAL PDZ FP-2 | SR-BI DiI-HDL act | PfHsp90 set2
NC(=O)C1CCCN(C(=O)c2ccc(Cl)c(S(=O)(=O)N3CCc4ccccc43)c2)C1 (configuration not stated) | 6 | -5 | 6 | 0 | -10 | 22 | -0.3 | / | -22 | 7
COc1ccc(C2/C(=C(/O)c3cnn(-c4ccccc4)c3C)C(=O)C(=O)N2CCN(C)C)cc1OC (configuration not stated) | -2 | -16 | / | -1 | -7 | / | 1.6 | -2 | / | -3
CC(NC(=O)CCC(=O)N1CCCCCC1)c1ccccc1 (configuration not stated) | -14 | -3 | -1 | 1 | 1 | 5 | / | -4 | -5 | -6
COc1ccc(NC(=O)Cn2c(=O)n(-c3ccc(CC(=O)NCc4ccco4)cc3)c(=O)c3ccccc32)cc1 | -16 | -10 | 0 | 1 | -71 | 18 | -1.4 | 6 | -18 | 6
CCCN(CCC)S(=O)(=O)c1ccc(C(=O)N2CCC(=O)c3ccccc32)cc1 | 5 | 1 | -1 | 2 | -15 | 20 | -0.3 | 1 | -20 | -9
Cc1ccc(S(=O)(=O)N(C)C)cc1NC(=O)COC(=O)Cc1ccsc1 | -9 | -6 | 3 | -10 | -10 | -36 | -2.3 | -2 | 36 | -3
CC(C)N(CCO)C(=O)C(c1ccccc1)c1ccccc1 | -7 | 1 | -4 | 5 | -3 | -13 | -1.7 | -3 | 13 | 5
CC1=Nc2ccccc2/C1=C\c1sc(Nc2ccc(C)cc2)nc1O | -13 | 1 | 0 | -15 | -17 | 75* | 0.3 | -3 | -75 | 1
CSc1nnc(-c2ccc(Cl)cc2Cl)o1 | -13 | -2 | 0 | 2 | 51 | -3 | -0.7 | 3 | 3 | -1
O=[N+]([O-])c1ccc(/C=N/n2cnc3ccccc32)s1 | -7 | -19 | 0 | 3 | -86 | 23 | -0.3 | / | -23 | 105*
O=C(CSc1nc(=O)n2ccccc2n1)Nc1ccc2c(c1)OCO2 | -5 | 3 | -1 | 2 | -7 | -8 | -0.5 | / | 8 | 27
CCOc1cc2sc(N3CCC(C(=O)NCCCN4CCCC4=O)CC3)nc2cc1Br | 4 | -5 | 14 | -6 | 15 | -1 | -0.3 | / | 1 | 8
CCN1/C(=C/c2cc[n+](CCCS(=O)(=O)[O-])c3ccccc23)Sc2ccccc21 | -4 | 13 | -1 | -7 | -7 | -11 | 0.2 | 0 | 11 | 4
CCOc1cccc(CN2CCCC(N3CCc4cc(OC)c(OC)cc4C3)C2)c1O (configuration not stated) | -10 | -2 | 6 | -3 | / | -15 | -0.1 | 9 | 15 | 3
C/C(=N\NC(=O)CSc1nc(C)[nH]c1[N+](=O)[O-])c1ccc(F)cc1 | 6 | 0 | 9 | 4 | / | 9 | -1.2 | / | -9 | 1

Another view of part of the listing above:
Results follow in this order: PvdQ acylase, Rtt109 Vps75, NSD2 HMT inh, dFosB activator, MITF act, SR-BI HDL uptake, CAL PDZ FP-1, CAL PDZ FP-2, SR-BI DiI-HDL act, PfHsp90 set2
> NC(=O)C1CCCN(C(=O)c2ccc(Cl)c(S(=O)(=O)N3CCc4ccccc43)c2)C1 (configuration not stated)
    6, -5, 6, 0, -10, 22, -0.3, /, -22, 7
> COc1ccc(C2/C(=C(/O)c3cnn(-c4ccccc4)c3C)C(=O)C(=O)N2CCN(C)C)cc1OC (configuration not stated)
    -2, -16, /, -1, -7, /, 1.6, -2, /, -3
> CC(NC(=O)CCC(=O)N1CCCCCC1)c1ccccc1 (configuration not stated)
    -14, -3, -1, 1, 1, 5, /, -4, -5, -6
> COc1ccc(NC(=O)Cn2c(=O)n(-c3ccc(CC(=O)NCc4ccco4)cc3)c(=O)c3ccccc32)cc1
    -16, -10, 0, 1, -71, 18, -1.4, 6, -18, 6
> CCCN(CCC)S(=O)(=O)c1ccc(C(=O)N2CCC(=O)c3ccccc32)cc1
    5, 1, -1, 2, -15, 20, -0.3, 1, -20, -9
> Cc1ccc(S(=O)(=O)N(C)C)cc1NC(=O)COC(=O)Cc1ccsc1
    -9, -6, 3, -10, -10, -36, -2.3, -2, 36, -3
> CC(C)N(CCO)C(=O)C(c1ccccc1)c1ccccc1
    -7, 1, -4, 5, -3, -13, -1.7, -3, 13, 5
> CC1=Nc2ccccc2/C1=C\c1sc(Nc2ccc(C)cc2)nc1O
    -13, 1, 0, -15, -17, 75*, 0.3, -3, -75, 1

Other records follow:
SMILES | PvdQ acylase | Rtt109 Vps75 | NSD2 HMT inh | dFosB activator | MITF act | SR-BI HDL uptake | CAL PDZ FP-1 | CAL PDZ FP-2 | SR-BI DiI-HDL act | PfHsp90 set2
CCOc1cc2c(cc1OCC)C(c1ccccc1)N(c1ccc(C(=O)O)cc1)C(=O)C2 (configuration not stated) | -5 | 1 | / | -2 | 10 | -12 | 1.3 | -4 | 13 | -12
COc1ccc(C(=O)NC2CCCc3c2cnn3-c2cccc(C)c2C)o1 (configuration not stated) | 7 | 1 | 5 | -4 | -4 | 25 | -3.2 | -2 | -25 | -6
CCN(CC)CCCN(C(=O)c1ccccc1F)c1nc(-c2ccc(OC)cc2)cs1 | -16 | 6 | 14 | 6 | 6 | 12 | -1.5 | 3 | -12 | -7
COc1ccccc1/C=C/C(=O)NCC(=O)N/N=C/c1ccccc1[N+](=O)[O-] | -2 | / | 3 | -7 | -9 | 42 | -2.9 | -6 | -42 | -11
CSc1ccccc1OCc1cc(C(=O)N(C)Cc2cc(C)[nH]n2)no1 | 4 | 3 | 3 | -2 | 24 | 37 | 0.6 | 2 | -37 | 6
COc1cc([N+](=O)[O-])c2nc(C=NNC(N)=S)ccc2c1 | -3 | 0 | 1 | 3 | 11 | 10 | -0.4 | 0 | -10 | -20
COc1ccc(NC(=O)Nc2c(C)n(C)n(-c3ccccc3)c2=O)c(OC)c1 | -9 | -2 | 1 | 1 | 10 | 10 | -2.5 | 2 | -10 | 8
O=C(CNC(=O)c1cccs1)OCC(=O)c1ccc2ccccc2c1 | 0 | 0 | 11 | -10 | -2 | -15 | -0.5 | -5 | 15 | -28
CC(/C=C/c1ccccc1)=N/NC(=O)c1cc([N+](=O)[O-])cc([N+](=O)[O-])c1 | 0 | 12 | -2 | -1 | -44 | -18 | -0.1 | -1 | 18 | 2
CCCCCCCCCCCCOC1OC(CO)C(O)C(O)C1NC(C)=O (configuration not stated) | -9 | -3 | -2 | -1 | -8 | -28 | -1.8 | 2 | 28 | 11
CNc1snc(C)c1C(=O)OCC(=O)Nc1ccc(C)cc1F | -15 | -3 | 4 | -8 | -23 | 12 | -3.8 | -7 | -12 | -5
COc1cccc(-c2csc(N3CCN(C(=S)Nc4ccccc4)CC3)n2)c1 | -9 | -4 | -5 | 1 | 15 | 68 | -0.2 | -6 | -68 | /
COc1ccccc1OCCOc1ccccc1/C=N/n1cnnc1 | 12 | -7 | -4 | 5 | 29 | 11 | -0.8 | -1 | -11 | 11
N#Cc1cnc(SCC(=O)Nc2ccccc2C(F)(F)F)nc1N | 12 | -3 | 0 | -9 | -10 | 29 | -0.1 | 4 | -29 | 7
CC(C)[C@H](NC(=O)C1CCN(S(=O)(=O)c2ccc(F)cc2)CC1)C(=O)NCc1ccco1 | -15 | -6 | 1 | -14 | -9 | 6 | -2.9 | 2 | -6 | 14
O=C(c1cc2ccccc2cc1O)N1CCCC1 | -18 | -1 | 0 | 5 | 0 | -21 | -0.6 | -10 | 21 | 41
Cc1ncc([N+](=O)[O-])n1CC(=O)NCCc1ccccc1 | 1 | -2 | -1 | 2 | -8 | -21 | 0.0 | -3 | 21 | 6
Cc1ccc(NC(=O)C(SCC(=O)O)c2ccccc2)cc1C (configuration not stated) | -11 | -3 | -2 | -2 | -4 | 7 | -0.5 | 69* | -7 | -24
Cc1ccc(CN2CCSc3ccc(C(=O)NCc4ccco4)cc32)cc1 | 2 | 6 | 1 | -5 | -9 | 18 | -1.8 | -6 | -18 | -3
Cc1ccc(CNC(=O)COc2ccc3c(c2)CCC3)cc1 | -18 | -6 | -2 | -12 | 1 | -23 | -3.6 | 2 | 23 | -31
CCc1sc(N(C(=O)Cc2ccccc2)c2ccc(F)cc2)nc1-c1ccccc1 | 1 | 0 | -2 | 0 | -9 | 2 | -0.5 | -2 | -2 | 8
CN(C)S(=O)(=O)c1cccc(NC(=O)COC(=O)CNC(=O)c2ccccc2F)c1 | -7 | -18 | / | -2 | -4 | -19 | 0.1 | -3 | 19 | 3
Cn1c(CCN2CCCCC2)nc2cc(NC(=O)COc3ccc([N+](=O)[O-])cc3)ccc21 | -18 | 7 | 0 | 2 | -1 | 13 | -3.5 | -3 | -13 | -10
CCOc1ccccc1CN1CCN(Cc2ccc3cc(F)ccc3n2)CC1CCO (configuration not stated) | -18 | 2 | 30 | -11 | -25 | -24 | -0.5 | 5 | 24 | 10
CC(C)N(C(=O)[C@H]1C[C@H](CC(=O)NCCCN(C)C)C(=O)N2CCc3c([nH]c4cc(-c5ccco5)ccc34)[C@]12C)C(C)C | -2 | -4 | / | -3 | -72 | -19 | -0.8 | -1 | 19 | -18
Nc1nc(-c2cccs2)cs1 | 3 | 5 | 2 | -3 | 9 | -5 | 0.1 | -2 | 5 | -10
CC(=O)c1ccc(N2CCN(S(=O)(=O)c3cc4[nH]c(=O)c(=O)[nH]c4cc3C)CC2)cc1 | -9 | -6 | / | 4 | 21 | 4 | -2.3 | -1 | -4 | 12
O=C(NCc1cccnc1)c1cccc2c1C(=O)N(C1CCCCC1)C2 | -16 | 7 | 6 | -11 | 15 | 9 | -2.3 | -1 | -9 | -13
O=C(CN1CCCCCCC1)N/N=C/c1ccccc1F | 3 | -6 | -3 | -5 | 7 | -9 | 0.9 | -2 | 9 | 2
COCCCNC(=S)N1CCN(C)CC1 | -19 | -3 | -3 | 4 | 22 | 6 | -0.1 | -5 | -6 | 12
Cc1ccc(NC(=O)CSc2nnc(-c3ccncc3)n2N)cc1C | -8 | -12 | 4 | 2 | -11 | -21 | -1.4 | / | 21 | /
COC(=O)C1=C(C)NC(=O)/C1=C\c1cccs1 | 0 | 2 | -1 | 4 | 7 | 5 | 0.7 | 1 | -5 | -2

Assay outcomes as filed in PubChem.
